Source: PubChem
USP1-UAF1 inh: Inhibitors of USP1/UAF1: Primary Screen; Ubiquitin carboxyl-terminal hydrolase 1 (Homo sapiens), O94782; recombinant USP1/UAF1, Ub-Rhodamine cleavage fluorescence; Potency, µM (top dose mostly 57.1 µM), inactives show at the top dose activity change, negative = inhibition, most hits filed as inhibitors; 390,000 tested, 0.23% active; further: potency means the concentration at half of the fitted maximal effect; on the % scale 0 is the no-effect control and ±100 the full control effect; nearly all actives have a fitted effect of over 60% in size; inactives centre near -12
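1 nM enzyme complex + cpd, 15 min RT; start with Ub-Rho 150nM final; kinetic fluorescence ex 480/em 540, 6 reads q60 s. Buffer 50mM HEPES pH 7.8, 0.5mM EDTA, 0.1 mg/ml BSA, 1mM TCEP, 0.01% Tween-20.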
LDHA block: qHTS assay for inhibitors of human lactate dehydrogenase; 480,000 tested, 0.15% active; AID 1347041, 2019; activity change, % (values are at about 110 or 230 µM); purified LDHA, NADH/diaphorase-resazurin fluorescence; active compounds read low; in the data active means activity change below about -30%; inconclusive means mostly about -25% to -30%;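 further: plate controls were DMSO wells for no effect and wells without enzyme for full effect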
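Human LDH5 at 2 nM final in Tris HCl pH 7.4 with 0.06 mM NADH and 0.2 mM pyruvate, reacted 5 minutes at room temperature. Remaining NADH coupled via diaphorase/resazurin; resorufin fluorescence read at 0 and 20 minutes, normalized to enzyme-free and DMSO wells.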
RXFP1 agonist: qHTS Assay for Agonists of the Relaxin Receptor RXFP1 | Relaxin receptor 1 (Homo sapiens), Q9HBX9 | HEK293T-RXFP1 cAMP TR-FRET, 30 min; response scale: percent of porcine relaxin response, buffer zero | Potency, µM (series often up to 57.5 µM), for the others: at the highest dose activation, most hits filed as activators | 370,000 tested, 0.3% active; further: potency means the concentration at half of the fitted maximal effect; on the % scale 0 is the no-effect control and ±100 the full control effect; nearly all actives have a fitted effect of over 60% in size; many of its hits are not listed in these tables
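HEK293T cells stably expressing RXFP1 were pretreated with the PDE4 inhibitor Ro 20174, exposed to compounds for 30 min at 37C, lysed, and cAMP was read by TR-FRET. Data normalized to buffer (basal) and 29 nM porcine relaxin (100%).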
IDH1 R132H inh: qHTS for Inhibitors of mutant isocitrate dehydrogenase 1 (IDH1): qHTS; IDH1-R132H enzyme, NADPH consumption, diaphorase/resazurin fluorescence; Potency, µM (titrated, usually from 76.6 µM), for inactives: at the top dose activity change, negative = inhibition, usual class: inhibitors; Isocitrate dehydrogenase [NADP] cytoplasmic (Homo sapiens), O75874; 390,000 tested, 0.093% active; further: potency means the concentration at half of the fitted maximal effect; on the % scale 0 is the no-effect control and ±100 the full control effect; nearly all actives have a fitted effect of over 65% in size
Target sequence (O75874 whole entry R132H, stated change not applied): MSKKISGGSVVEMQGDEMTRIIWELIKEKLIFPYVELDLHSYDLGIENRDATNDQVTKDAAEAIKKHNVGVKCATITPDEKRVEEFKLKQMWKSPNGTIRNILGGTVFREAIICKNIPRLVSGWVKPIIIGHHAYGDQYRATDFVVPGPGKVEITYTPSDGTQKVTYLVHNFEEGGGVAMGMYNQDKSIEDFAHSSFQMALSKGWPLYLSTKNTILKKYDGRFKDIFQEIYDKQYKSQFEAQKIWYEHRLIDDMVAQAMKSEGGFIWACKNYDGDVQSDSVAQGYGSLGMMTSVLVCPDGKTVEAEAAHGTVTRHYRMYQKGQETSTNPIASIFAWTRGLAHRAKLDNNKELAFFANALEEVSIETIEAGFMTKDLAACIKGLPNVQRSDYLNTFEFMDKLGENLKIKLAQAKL
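IDH1-R132H (0.5 ug/mL dispensed) in pH 7.5 Tris buffer was preincubated 30 min with compound, then given a substrate mix of 0.016 mM NADPH and 2 mM alpha-KG for 80 min at room temperature; remaining NADPH was read by diaphorase/resazurin fluorescence.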
GRP78 ERSR act: qHTS for Inducers of the Endoplasmic Reticulum Stress Response (ERSR) in Human Glioma: qHTS; U87-MG GRP78 promoter luciferase reporter, 16 h; Potency, µM, for inactives: at the highest dose activation, usual class: activators; 420,000 tested, 0.02% active; AID 602332, 2012; further: potency means the concentration at half of the fitted maximal effect; series mostly up to about 76 µM; % of control where 0% means no effect; nearly all actives have a fitted effect of over 35% in size
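ERSR induction read as luciferase luminescence (Bright-Glo, 10 min at room temperature) in stably transfected human U87-MG glioma cells exposed to compounds for 16 h, using GRP78 as sensor.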
Vif-APOBEC3G blk: qHTS for Inhibitors of Vif-A3G Interactions: qHTS | HeLa A3G-eYFP + Vif (tagged APOBEC3G with the HIV-1 protein that degrades it), YFP fluorescence, overnight | Potency, µM (series often up to 46.1 µM), for the others: top-dose activity, negative = active, hits mostly inhibitors | 410,000 tested, 0.076% active | AID 602310, 2012;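 further: potency means the concentration at half of the fitted maximal effect; on the % scale 0 is the no-effect control and ±100 the full control effect; nearly all actives have a fitted effect of over 60% in size; hits raise eYFP signal because A3G escapes Vif-driven loss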
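HeLa cells stably expressing Vif and C-terminally eYFP-tagged A3G, seeded overnight at 37 deg C, then exposed to compound by pintool overnight at 37 deg C. Rise in yellow fluorescence (Ex 488/Em 500-530, Acumen) marks blocked Vif-driven A3G degradation.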
Vif-APOBEC3F blk: qHTS for Inhibitors of Vif-A3F Interactions: qHTS | HeLa A3F-eYFP + Vif (tagged APOBEC3F with the HIV-1 protein that degrades it), YFP fluorescence increase | Potency, µM (doses to about 46.1 µM), inactives show at the top dose activity, negative = active | AID 602313, 2012 | 390,000 tested, 0.2% active; further: potency means the concentration at half of the fitted maximal effect; % of control where 0% means no effect; nearly all actives have a fitted effect of over 65% in size
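HeLa cells stably expressing Vif plus C-terminally eYFP-tagged A3F were seeded, incubated overnight at 37 deg C, dosed with compound, incubated overnight again at 37 deg C. Yellow fluorescence (Ex 488/Em 500-530) reported blocked Vif-mediated A3F-eYFP degradation.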
PI4K2A inh: qHTS for small molecular inhibitors of PI4K2A; Phosphatidylinositol 4-kinase type 2-alpha (Homo sapiens), Q9BTU6; purified PI4K2A, ADP-Glo luminescence, 1 h; active compounds read low; activity change, negative = inhibition, % at 76.9 µM; 420,000 tested, 0.13% active; AID 1346378, 2018; in the data active means activity change below about -50%; inconclusive means mostly about -30% to -49%;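 further: -100% = wells without enzyme as full effect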
Target sequence (Q9BTU6 whole entry, looked up): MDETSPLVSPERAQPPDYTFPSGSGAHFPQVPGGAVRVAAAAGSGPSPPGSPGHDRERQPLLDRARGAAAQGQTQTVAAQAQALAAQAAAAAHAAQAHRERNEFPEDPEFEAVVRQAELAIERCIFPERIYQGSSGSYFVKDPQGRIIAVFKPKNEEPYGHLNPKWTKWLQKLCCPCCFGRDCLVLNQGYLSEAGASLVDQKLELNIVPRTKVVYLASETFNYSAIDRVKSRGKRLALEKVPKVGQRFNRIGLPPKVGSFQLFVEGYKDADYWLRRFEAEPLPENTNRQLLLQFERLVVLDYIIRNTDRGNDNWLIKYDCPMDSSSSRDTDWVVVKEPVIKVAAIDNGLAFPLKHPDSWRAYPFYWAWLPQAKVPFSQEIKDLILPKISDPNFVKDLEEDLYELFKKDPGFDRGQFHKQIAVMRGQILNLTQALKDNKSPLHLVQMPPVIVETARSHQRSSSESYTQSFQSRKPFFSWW
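Compounds are screened against recombinant PI4K2A using PI as substrate and ATP, the latter dispensed at 300 microM. Reactions run one hour at ambient temperature before ADP-Glo detection; full inhibition defined by wells lacking enzyme.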
TrxR1 substrate: qHTS Assay for Substrates of Mammalian Selenoprotein Thioredoxin Reductase 1 (TrxR1): qHTS; Potency, µM (top dose mostly 114 µM), inactives show at the highest dose activity change, negative = substrate turnover; AID 588456, 2011; purified TrxR1 substrate turnover, NADPH consumption readout; 390,000 tested, 0.01% active; Thioredoxin reductase 1, cytoplasmic (Rattus norvegicus), O89049; further: potency means the concentration at half of the fitted maximal effect; on the % scale 0 is the no-effect control and ±100 the full control effect; nearly all actives have a fitted effect of over 50% in size
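Rat TrxR1, dispensed at 90 nM, was prereduced with 400 uM NADPH (final) for 5 min at ~22 deg C, then incubated with compound 15 min before 400 uM selenite. A first-read NADPH fluorescence drop versus no-compound background flagged substrates.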
An asterisk follows results filed as active; ? = inconclusive; · = no result given; & = joins results of further samples; [ ] = another dose, or the depositor's remark. Unless noted, the call rests on the fitted dose curve; in most records, active means well fitted curve in the direction sought with a large enough effect; inconclusive means small, poorly fitted or top-dose-only effect, or another doubt; inactive means no such curve, though single readings can be large; an effect the other way counts as inactive or inconclusive.

SMILES	GRP78 ERSR act	Vif-APOBEC3G blk	TrxR1 substrate	IDH1 R132H inh	USP1-UAF1 inh	LDHA block	PI4K2A inh	Vif-APOBEC3F blk	RXFP1 agonist
Cc1nn2c(C)c(C(=O)NC(C)(C)C)cnc2c1-c1ccc(F)cc1	-2%	0%	-6%[57.1 µM]	-12%	-9%	-7	-1	-3%	-1.6%
O=C(Nc1ccc(OCC(F)(F)C(F)F)c(C(F)(F)F)c1)c1ccccc1	0%	7%	-7%	14%	0%	-2	-11	5%	·
COc1ccc(CCNC(=O)CCc2cn(Cc3ccc(F)cc3)c3ccccc23)cc1OC	-1%	7%	-18%	-8%	-8%	6	1	0%	-0.9%
CCOC(=O)C1=C(C)N(C)C(C)=C(C(=O)OCC)C1c1ccsc1	-2%	-1%	-21%[57.1 µM]	1%	-23%	3	-5	0%	-1.1%
CCc1ccccc1Nc1nc(N)nc(CSc2nnc3ccccn23)n1	1%	0%	4%	13%	-18%	0	-1	6%	-0.9%
O=C(CNCCO)N1CCc2ccccc21	-7%	-1%	-7%	-4%	-18%	0	-7	-1%	1.5%
O=C(NCc1ccccc1)C1CCCN(S(=O)(=O)c2cccc3nsnc23)C1 (configuration not stated)	0%&-3%	-1%&3%	3%&-11%	-4%&-7%	?	-6&-3	4&1	-3%&1%	1.9%&2.1%
COc1ccccc1S(=O)(=O)Nc1ccc(-c2nnc3n2CCCCC3)cc1	-5%	0%	-7%	2%	-10%	0	5	-19%	0.3%
CCCCN1CC(COCc2ccccc2)Oc2cccc(OCCN3C(=O)[C@@H]4[C@H](C3=O)C3C=C[C@H]4C3)c2S1(=O)=O (some centres not stated)	-1%	-3%	3%	6%	-29%	-1	-2	-3%	·
CCOc1ccc(-c2cc(C(=O)NCC3CCCO3)c3ccccc3n2)cc1 (configuration not stated)	5%	-5%	60%[activator]	-2%	-18%	-9	2	-11%	1.9%
CC(C)(C)c1ccc(OCCC(=O)Nc2cccc(S(=O)(=O)N3CCCC3)c2)cc1	-4%	1%	-6%	2%	-8%	0	-7	1%	2.3%
Nc1ccc(C(=O)N(CCO)CCO)cc1	0%	-1%	-2%[57.1 µM]	-11%	3%	-4	-2	4%	0.6%
COC(=O)C1=C(C)Nc2nnnn2C1c1ccco1 (configuration not stated)	-3%	-1%	-1%	10%	-13%	-2	-6	-7%	-0.8%
Cc1ccc2c(c1)N(C(=O)CCC(=O)O)CCO2	-2%	0%	2%	6%	-4%	3	3	2%	0.7%
CN(C)S(=O)(=O)c1ccc(C(=O)OCC(=O)NCc2ccccc2)cc1	-1%	0%	8%[57.1 µM]	4%	7%	-1	0	-17%	-1.3%
COc1ccccc1-n1c(=O)n(C)c2c(C(N)=O)nc(-c3cc(OC)c(OC)c(OC)c3)nc21	-2%	-3%	-5%[57.1 µM]	-1%	-10%	2	5	6%	-0.7%
CN1CCN(c2ccc(Cl)cc2NC(=O)c2ccc(S(=O)(=O)N3CCCCCC3)cc2)CC1	-6%	-7%	7%	4%	-28%	1	-1	·	-0.5%
Cc1cccc(C)c1NC(=O)C(c1ccccc1)N(C)CCc1ccccc1 (configuration not stated)	-5%	0%	·	·	·	-10	1	·	·
CCn1cc([C@@H]2C[C@H]3CN(Cc4cccc(Cl)c4)C(=O)[C@]34CCCN24)cn1	-5%	1%	-2%[57.1 µM]	6%	-6%	-12	-5	-4%	-0.2%
COc1cccc(C=NNC(=S)NN=Cc2cccc(OC)c2OC)c1OC	3%	2%	-9%	2%	-12%	-4	4	-9%	·
COc1ccc(-c2csc(C(C)(O)c3ccncc3)n2)cc1OC (configuration not stated)	1%	1%	·	·	·	6	-2	·	·
c1ccc(-c2cn3c(n2)CCC3)cc1	1%	0%	14%	9%	-11%	3	4	3%	0.4%
CC(Cc1ccccc1)N/C=C1/CC(=O)NC1=O (configuration not stated)	-5%	3%	3%[57.1 µM]	3%	-15%	-4	1	0%	0.1%
CN(C)c1ccc(C=Nc2ccc(/C=C3\C=Cc4ccccc43)cc2)cc1	-3%	-16%	-24%	·	·	5	·	·	·
CCOc1ccc(C(C(=O)NCC2CCCO2)N(C(=O)c2snc(C(N)=O)c2N)c2ccccc2F)cc1 (configuration not stated)	-2%	-2%	59%[activator]	-2%	-28%	2	-1	-8%	?
COc1ccc(NC(=O)CSc2nc3c([nH]c4ccccc43)c(=O)n2C)cc1	-3%&-1%	7%&5%	-3%	-17%&11%	-23%&3%	-10&1	2&-3	-4%&-2%	4.6%&7.7%
CCOc1ccc2nc(NS(C)(=O)=O)sc2c1	-4%	-4%	12%[57.1 µM]	-1%	-13%	0	-3	-21%	4.1%
CCCCCCSc1cccc(-c2nc3ccc(C)cn3c2NCc2ccccc2)c1	0%	-1%	42%	17%	-20%	1	1	?	7.5%
C[C@H](CO)N1C[C@H](C)[C@@H](CN(C)S(C)(=O)=O)Oc2ccc(NC(=O)C3CC3)cc2C1=O	-5%	2%	14%	5%	-21%	3	-1	-17%	·
Cc1ccccc1CN1CCN(CC(=O)NCc2ccccc2Cl)C1=O	0%	3%	-2%[57.1 µM]	1%	?	-5	7	0%	0.6%
COc1ccc(/C=C(\C#N)C(=O)NC2CCS(=O)(=O)C2)cc1OC (configuration not stated)	-2%	-4%	-11%	3%	-16%	1	-7	-11%	1.9%
CC(C(=O)NCC1(c2ccccc2)CCCC1)N1CCCC1 (configuration not stated)	-1%	-7%	8%[57.1 µM]	-3%	5%	-6	-2	-6%	0.4%
COc1ccc(N(C)S(=O)(=O)c2ccc3c(c2)oc(=O)n3C)cc1	-2%	-8%	-4%	13%	-16%	-9	0	-10%	1.6%
ClC(Cl)(Cl)c1nc(N/N=C/c2ccncc2)c2ccccc2n1	-6%	7%	-5%	-2%	-14%	-7	2	-13%	-2.2%
CCCC(=O)C1=C(O)C(C(=O)OC)C(C)(C)CC1=NCCCCCC(=O)O (configuration not stated)	1%	4%	7%	-6%	-21%	-1	2	4%	-0.4%
CSc1ncccc1C(=O)OCC(=O)c1cccc(Br)c1	-1%	2%	8%[57.1 µM]	4%	-10%	0	-3	-4%	6.3%
Cc1ccc2nc(N3CCN(C=O)CC3)nc(-c3ccccc3)c2c1	-2%	0%	27%	0%	-11%	11&1	0	0%	6.0%
Cc1ccc(O)c(C(=O)c2cc(C#N)c3nc4ccccc4n3c2)c1	-3%	-13%	2%[57.1 µM]	0%	-20%	-1	-1	?	4.4%
Cc1ccc(C)c(Cn2c(=O)n(CCCCC(=O)NCc3ccc4c(c3)OCO4)c(=O)c3ccccc32)c1	-3%	-9%	-2%	2%	-14%	-9	0	-5%	5.1%
CCOC(=O)c1c(NC(=O)CC2SC(N)=NC2=O)sc2c1CCC(C)C2 (configuration not stated)	-4%	1%	-2%	-24%	-20%	2	6	3%	-1.0%
Cn1c(=O)c2c(ncn2CC(=O)Nc2ccc(Cl)cc2Cl)n(C)c1=O	-2%	-1%	-10%	5%	-15%	-1	0	-6%	22%
Clc1ccc(-c2csc(-c3nc(-c4ccc(Br)s4)cs3)n2)cc1	-5%	0%	3%	-15%	?	-6	-1	1%	1.5%
CN(c1ccc(C(=O)NCCC2=CCCCC2)cc1)S(C)(=O)=O	-6%	-3%	5%[57.1 µM]	-3%	-18%	-5	-1	-17%	2.2%
CCCc1cc(=O)n2[nH]c(-c3ccc(Cl)cc3)cc2n1	-1%	0%	2%	-2%	-24%	-7	-4	0%	-1.7%
O=C1C=C(c2ccc(F)cc2OCc2ccccc2)C[C@@H](c2ccc(F)cc2)C1	1%	5%	8%	12%	-29%	-2	-4	-5%	-0.5%
O=C(CN1c2ccccc2Sc2ccccc21)NNC(=O)Nc1ccc(Cl)c(Cl)c1	4%	-12%	6%	-7%	-24%	-12	4	5%	8.1%
O=C(O)CSCc1nc2ccccc2[nH]1	-4%	-2%	1%	-1%	-21%	-1	-2	-2%	1.6%
O=C(Nc1nnc(CCc2ccccc2)s1)c1ccccc1F	10%	-3%	4%[57.1 µM]	5%	-12%	0	-5	7%	-0.9%
CN(C(=O)COC(=O)c1cccnc1Nc1cccc(C(F)(F)F)c1)C1CCS(=O)(=O)C1 (configuration not stated)	2%	-1%	-6%	6%	-20%	3	-2	0%	0.1%

These rows are one share of the data; rates above refer to the full screens.
